NCI-60 one-dose screen, 48 h, at 10 µM unless noted. Numbers give growth in % (100 = growth as untreated, 0 = no growth, -100 = all killed).
M14 – M14 melanoma; 6.2% of 80,000 active; AID 1794745
MOLT-4 – MOLT-4 leukemia cells | 6.9% of 80,000 active | AID 1794779
HOP-62 – HOP-62 NSCLC. AID 1794735. 3.9% of 80,000 active
HOP-92 – HOP-92 NSCLC cells; 6.3% of 71,000 active
CCRF-CEM – CCRF-CEM leukemia; 7% of 77,000 active
A549/ATCC – A549/ATCC NSCLC; 3.7% of 81,000 active; AID 1794740
RPMI-8226 – RPMI-8226 leukemia cells; AID 1794781; 7.5% of 77,000 active
EKVX – EKVX NSCLC; AID 1794765; 3% of 71,000 active
Numbers without * were called inactive; nt = no result given; & = joins results of further samples. How the source made its calls: active means growth percent below 10; inactive means the rest.

SMILES	M14	MOLT-4	HOP-62	HOP-92	CCRF-CEM	A549/ATCC	RPMI-8226	EKVX
O=C1CN(Cc2ccc(C(=O)NO)cc2)C(=O)[C@H](Cc2c[nH]c3ccccc23)N1	100	107	92	112	107	95	103	108
COc1cc(NCCCCCCC2CCCCN2)c2ncccc2c1 (configuration not stated)	96	94	94	84	99	94	102	nt
CC(C)(CCC(=O)O)[N+](=O)[O-]	98	nt	128	nt	nt	113	nt	100
COc1ccc(C2C=C(c3ccc(NCc4nccc(OCC(F)(F)F)c4C)cc3)NC(N)=N2)cc1O (configuration not stated)	91	66	91	94	64	83	61	91
CC/C(=C(\c1ccc(O)cc1)c1ccc(OCCN(C)CCN(C)C(=O)CCC(=O)c2c(C)[nH]c(/C=C3\N=C(c4ccc[nH]4)C=C3OC)c2C)cc1)c1ccccc1	21	72	91	59	41	76	nt	nt
NC(N)=Nc1ccc(Oc2cccc(Nc3ccc(Br)c(C(F)(F)F)c3)c2)cn1	-62*	-36*	-46*	nt	0.6*	-24*	-40*	-69*
COc1cc(-c2ccc(/C=N/NC(=O)c3[nH]c4ccc(Br)cc4c3-c3ccccc3)o2)cc(OC)c1OC	75	77	63	62	70	72	63	66
CC(C)(C)n1cc(-c2ccnc(NCCNS(=O)(=O)c3ccc(C(F)(F)F)cc3)c2)c(-c2cccc(F)c2)n1	88	58	90	79	65	69	70	81
CCc1c(C)c2ccc(O)c(-c3cc(-c4ccccc4)c(C#N)c(=O)[nH]3)c2oc1=O	102	98	89	nt	103	90	81	101
CCOC(=O)c1cc2c3c(ccc(NS(=O)(=O)c4ccccc4OC)c3n1)N(C)C2=O	71	78	58	39	94	82	20	64
Nc1ccc([N+](=O)[O-])cc1C(=O)O	102	92	103	112	99	83	109	130
CCCCCCCCCCCC(=O)N(CCCC)CCCC	93	125	112	78	133	104	103	nt
COc1cc(C2C(C#N)=C(N)N(c3ccc(OC(F)(F)F)cc3)C3=C2C(=O)CC(C)(C)C3)cc(Br)c1O (configuration not stated)	98	94	102	103	100	106	95	100
COc1ccc(CN2[C@H](C(=O)NCc3ccc(C(=O)NO)cc3)Cc3c([nH]c4ccccc34)[C@H]2C2CC2)cc1	50	27	63	40	29	61	47	52
O=C1CCn2c(=O)cc(-c3ccccc3)c3cccc1c32	110	103	92	92	106	94	116	103
Nc1nc(C(=O)NNC(=S)Nc2ccc(Cl)cc2)nn1-c1ccc(S(N)(=O)=O)cc1	101	117	100	105	113	95	99	108
CC(=O)OC1Oc2cc(C)c(C)cc2-c2oc(=O)c(-c3cc4ccccc4oc3=O)cc21 (configuration not stated)	96	nt	109	88	94	113	nt	115
CCCCCc1ccc(C)cc1OC(C)=O	108	103	101	109	108	109	106	109
Cc1cc(=O)n2n1-c1ccc(F)cc1NC(=O)C2	105	98	90	106	nt	91	101	94
Clc1ccc2c(c1)sc1nc(-c3c[nH]c4ccccc34)c(Nc3ccc(Br)cc3)n12	88	94	78	67	100	89	98	91
CN1CCN(Cc2ccc(NC(=O)c3cncc(C#Cc4c(N)ncc5ccc(C#N)cc45)c3)cc2C(F)(F)F)CC1	-46*	-21*	58	14	-14*	-66*	-23*	-55*
O=C(Nc1ncc(Cc2ccccc2Cl)s1)c1cccs1	62	62	67	59	66	54	74	78
COc1ccc(C(=O)CCl)c(O)c1OC	96	101	96	103	97	99	100	95
CCOC(=O)c1c(NC(=O)c2ccc(OC)cc2)sc2c(CN(C)C)c(O)ccc12	-69*	61	85	25	57	74	16	96
O=C(O)c1ccnc(Br)c1	107	116	nt	97	112	102	115	98
O=C1COCCN1c1ccc(Nc2nc(Cl)nc(OCc3cn(Cc4ccccc4)nn3)n2)cc1	76	62	87	82	60	96	68	100
O=C(/C=C/c1ccccc1C(F)(F)F)c1c(O)c2ccccc2oc1=O	96	63	103	110	69	96	71	100
COc1ccc(NC(=O)CSc2nc(C)c(C(C)=O)n2-c2ccc(OC)cc2)cc1	90	90	93	98	116	99	102	99
CC([C@H]1CCC2C3CCC4C[C@@H](N(C)C)CC[C@]4(C)C3CC[C@@]21C)N(C)C (some centres not stated)	111	64	86	64	67	85	45	65
COC(=O)[C@H]1[C@@H](O)CON(c2ccccc2)[C@H]1c1ccccc1	104	105	103	109	106	105	110	100
O=C(O)c1cc(Cl)cc([N+](=O)[O-])c1O	103	103	96	99	87	99	105	103
CCN(CC)CCOCC(=O)Nc1c(C)cccc1Cl	103	92	100	nt	87	106	99	103
COc1cc2oc(-c3cccc(NC(=O)[C@@H](CO)NC(=O)OC(C)(C)C)c3)cc(=O)c2c(OC)c1OC	nt	96	103	89	83	104	79	106
CCCCCCCCCCOC(=O)c1nn(C(C)=O)c2cc(C)c(C)cc12	91	83	94	69	92	84	89	92
CC(C)(O)[C@@H]1Cc2cc3ccc(=O)oc3cc2O1	99	83	107	94	87	98	92	112
Cc1ccc(NC(=O)C2c3ccccc3-c3ccccc32)cc1	101&101	93&82	97&88	83&85	84	97&86	86&94	95
Cc1ccc(C2(O)CCCCC2)cc1	103	110	90	73	99	97	nt	116
CC(C)c1ccc(Cn2ccc3c4c(N)nc(NC5CC5)nc4ccc32)cc1	-86*	-43*	-75*	-88*	-16*	-81*	-55*	-84*
CNCCCC1c2ccccc2C=Cc2ccccc21	87	89	85	40	59	93	64	94
O=C(c1ccccc1)N1Cc2cc(-c3ccccc3)nn2[C@H]2CCCCN21	102	95	97	85	108	97	110	101
CCOC(=O)/C(F)=C/C1CC1CCc1ccccc1OC (configuration not stated)	111	105	98	106	98	103	114	97
COc1cc(-c2nc(NC(C)=O)sc2-c2ccnc(NCCNS(=O)(=O)c3ccc(Cl)cc3)n2)ccc1Cl	101	92	96	74	93	97	106	96
O=C1CCCN1Cc1ccccc1	96	108	84	118	101	103	100	98
N#C/C(=C\c1ccc(O)cc1)n1nnc2cc(F)c(F)cc21	75	69	91	60	54	91	68	93
O=C(OCCCl)c1ccco1	97	86	94	103	102	99	101	nt
C(=N\OCCc1ccccc1)/c1ccncc1	121	117	102	84	94	97	nt	108
COc1cc2oc(-c3cccc(C(=O)N[C@H](C(=O)OC(C)(C)C)C(C)C)c3)cc(=O)c2c(OC)c1OC	96	73	62	nt	38	77	46	76
O=C(Cn1c2c(sc1=O)[C@H]1[C@@H](O)[C@@H](O)[C@H](O)[C@@H]1CS2)Nc1nccs1	105	111	95	104	109	104	123	88
COc1ccc(-c2cc(C(=O)c3cc(C)c(C)cc3O)cn(NC(C)=O)c2=O)cc1	94	80	104	90	100	88	65	79
O=c1[nH]c(N2CCCCC2)nc2sc3c(c12)CCCC3	100	91	88	102	115	90	114	95
C=C(C)COC(=O)C1CC2OC2CC1C(=O)OCC(=C)C (configuration not stated)	100	99	109	87	102	90	103	97
CCOC(=O)/C(C#N)=C\c1ccc(/C=C(\C#N)C(=O)OCC)cc1	107	105	105	nt	82	111	92	106
Cc1cc2nc3c(=O)[nH]c(=O)nc-3n(CCOC(=O)CCC(=O)O)c2cc1C	110	114	96	108	94	91	117	102
O=C(Nc1ccccc1)Nc1ccccc1	114&98&106	100&105&104	107&100&97	96&80&111	97&95	95&107&105	90&99	88&95
COc1cc(-c2nc(NC(C)=O)sc2-c2ccnc(NCCCNS(=O)(=O)c3ccc(Cl)cc3)n2)ccc1Cl	35	31	84	46	40	55	39	62
COc1cccc(NC(=O)c2sc3nc(C)c(C(C)=O)cc3c2N)c1	24	45	45	52	52	21	52	56
O=[N+]([O-])c1cccc(C2c3sc4ccc(Cl)cc4c3Nc3nncn32)c1 (configuration not stated)	102	100	89	107	113	101	nt	85
CCOC(=O)CCN1C(=O)/C(=C/N2N=C(c3ccc(OC)cc3)CC2c2ccc(OC)cc2)SC1=S (configuration not stated)	104	101	107	133	101	79	107	67
O=C1CCC2CC1CCC2=O	105	83	114	114	102	93	130	89
CCCC(C(=O)OCC)C(C)OC(=O)OCC (configuration not stated)	98	90	93	90	nt	104	101	nt

Exported as a markdown table: entries from further up.
| Structure | M14 | MOLT-4 | HOP-62 | HOP-92 | CCRF-CEM | A549/ATCC | RPMI-8226 | EKVX |
| --- | --- | --- | --- | --- | --- | --- | --- | --- |
| COc1cccc(NC(=O)c2sc3nc(C)c(C(C)=O)cc3c2N)c1 | 24 | 45 | 45 | 52 | 52 | 21 | 52 | 56 |
| Cc1cc2nc3c(=O)[nH]c(=O)nc-3n(CCOC(=O)CCC(=O)O)c2cc1C | 110 | 114 | 96 | 108 | 94 | 91 | 117 | 102 |

Going on with the list.
SMILES	M14	MOLT-4	HOP-62	HOP-92	CCRF-CEM	A549/ATCC	RPMI-8226	EKVX
COc1ccc(-n2c(SCc3cc(OC)c(OC)c(OC)c3)nc3cc(OC)c(OC)cc3c2=O)c(OC)c1	108	87	100	69	100	91	81	nt
O=c1cc(-c2ccc(O)cc2)oc2cc(O)cc(O)c12	112	97	117	100	86	95	105	75
CCOC(=O)c1ccc(NC(=O)Nc2cccc(O)c2)cc1	97	115	96	105	108	100	109	nt
COC(=O)C1C2CC3c4[nH]c5cc(OC)ccc5c4CCN3CC2CC(OC(=O)c2cc(OC)c(OC)c(OC)c2)C1OC (configuration not stated)	85	40	90	nt	67	70	62	80
CCN(CC)CCCCNc1c2ccccc2[n+](C)c2c1[nH]c1ccccc12	-28*	-4.9*	-3.3*	nt	-33*	2.8*	-43*	-20*
COc1ccc2ccccc2c1Cc1ccc(N(C)C)cc1	97	98	90	nt	100	94	95	96
CNc1nc2ncn(C)c2c(=O)[nH]1	112	95	97	nt	nt	nt	97	nt
CCOC(=O)c1cc(/C(=N\O)c2cc(OC)c(OC)c(OC)c2)n2c(C)cccc12	21	29	36	55	23	48	41	37
COC(=O)c1ccc2c(=O)[nH]c(CSc3nc4ccccc4c(=O)n3C)nc2c1	106	91	105	82	73	105	87	104
COc1ccc(-c2c(C#N)c(-c3cccs3)nc3c2c(-c2ccccc2)nn3-c2ccccc2)cc1OC	105	99	109	108	102	100	106	100
CN(c1cccnc1)c1ncnc2[nH]ncc12	100	112	104	85	100	101	112	99
COc1cc(-c2nn(C)nc2-c2cc3ccccc3s2)cc(OC)c1OC	11	12	33	65	17	23	21	44
CN1CCN(c2ccc(Nc3nc(NCCNS(=O)(=O)c4cccc(Br)c4)c4sccc4n3)cc2)CC1	103	74	97	50	48	97	85	87
COc1ccc(N=Nc2c(N)nn3c(-c4ccc([N+](=O)[O-])cc4)ccnc23)cc1	104	96	95	94	92	104	94	98
COc1cc2ncnc3c2cc1OCCCCCN(C)Cc1ccc(Br)cc1N3	37	22	74	65	52	35	64	21
CC(=O)c1ccc(Nc2nc(Cl)nc(Oc3c(C(C)C)cccc3C(C)C)n2)cc1	94	68	80	53	84	65	80	71
CS(=O)(=O)N1CC(CCl)c2ccc([N+](=O)[O-])cc21 (configuration not stated)	101	103	102	92	108	105	101	101
CCSc1nnc(-c2c(C)nc3ccc(Cl)cn23)o1	92	97	68	85	95	88	85	69
COc1ccc(C(=O)Oc2ccc(Cl)cc2Cl)cc1	93	99	100	101	109	95	106	92
Cc1nn(-c2ccc([N+](=O)[O-])cc2)c2ncnc(N/N=C/c3cccc(F)c3)c12	95	80	101	nt	65	96	93	93
COc1ccc2oc(=O)cc(/C=N\Nc3nc(-c4ccc(Cl)cc4Cl)cs3)c2c1	102	86	94	83	88	88	97	82
COc1ccc(-c2nn(-c3ccccc3)cc2C2CC(c3cc4ccccc4oc3=O)=NN2c2ccc(S(N)(=O)=O)cc2)cc1 (configuration not stated)	96	91	95	75	98	98	109	86
CC(C)(C)C1CCNC(=O)CC1 (configuration not stated)	93	141	112	80	117	97	112	98
COc1ccc(-c2cnc3nonc3n2)cc1[N+](=O)[O-]	95	85	98	88	90	99	60	58
O=C(O)CCc1cccc(O)c1	110	nt	106	93	nt	108	99	96
N#Cc1ccccc1/C=N/NC1=NCCN1S(=O)(=O)c1ccc([N+](=O)[O-])cc1	99	99	99	93	113	111	106	93
CC(=O)C(CCc1ccccc1)(CCN(C)C)c1ccccc1 (configuration not stated)	106	91	97	53	100	94	93	91
CC1CCc2c(sc3nc(SCC(=O)N/N=C/c4ccc(O)c(O)c4)n(-c4ccccc4)c(=O)c23)C1 (configuration not stated)	70	40	85	55	27	89	53	61
Cc1ccc(C(=O)C(C)(CCC#N)CCC#N)o1	108	97	102	nt	96	103	101	97

In the list so far, these contain a thiophene ring, fused or not:
SMILES	M14	MOLT-4	HOP-62	HOP-92	CCRF-CEM	A549/ATCC	RPMI-8226	EKVX
O=C(Nc1ncc(Cc2ccccc2Cl)s1)c1cccs1	62	62	67	59	66	54	74	78
CCOC(=O)c1c(NC(=O)c2ccc(OC)cc2)sc2c(CN(C)C)c(O)ccc12	-69*	61	85	25	57	74	16	96
O=c1[nH]c(N2CCCCC2)nc2sc3c(c12)CCCC3	100	91	88	102	115	90	114	95
COc1cccc(NC(=O)c2sc3nc(C)c(C(C)=O)cc3c2N)c1	24	45	45	52	52	21	52	56
O=[N+]([O-])c1cccc(C2c3sc4ccc(Cl)cc4c3Nc3nncn32)c1 (configuration not stated)	102	100	89	107	113	101	nt	85
COc1ccc(-c2c(C#N)c(-c3cccs3)nc3c2c(-c2ccccc2)nn3-c2ccccc2)cc1OC	105	99	109	108	102	100	106	100
COc1cc(-c2nn(C)nc2-c2cc3ccccc3s2)cc(OC)c1OC	11	12	33	65	17	23	21	44
CN1CCN(c2ccc(Nc3nc(NCCNS(=O)(=O)c4cccc(Br)c4)c4sccc4n3)cc2)CC1	103	74	97	50	48	97	85	87
CC1CCc2c(sc3nc(SCC(=O)N/N=C/c4ccc(O)c(O)c4)n(-c4ccccc4)c(=O)c23)C1 (configuration not stated)	70	40	85	55	27	89	53	61
